ATXN2 expr inh: reduces ATXN2 reporter expression in HEK-293 cells; actives 0.72% (n = 360,000); Potency, µM (titrated, usually from 57 µM), for the others: top-dose activity change, negative = inhibition, actives largely listed as inhibitors; HEK-293 ATXN2-luciferase reporter, luminescence, 24 h; note: % is set by controls: 0 for no effect and ±100 for the full control effect; nearly all actives have a fitted effect of over 55% in size
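ATXN2-luciferase reporter cells (luciferase flanked by upstream and downstream ATXN2 gene portions) were treated 24 h at 37 °C with compounds at up to 57 uM. SteadyGlo luminescence gave expression; GF-AFC fluorescence gave viability.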
TGFb inhibitor: blocks TGF-b signaling; Potency, µM (series often up to 46.1 µM), for inactives: at the top dose activity, negative = inhibition, usual class: inhibitors; actives 1.2% (n = 410,000); AID 588855; HepG2 CAGA-GFP TGF-b/SMAD3 reporter, GFP fluorescence, 18 h; TGF-beta stimulated, 500 pg/mL final; note: % is set by controls: 0 for no effect and ±100 for the full control effect; nearly all actives have a fitted effect of over 65% in size
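HEPG2 CAGA-GFP reporter cells (1000/well, DMEM with 1% FBS) received compounds, then recombinant TGF-beta at 500 pg/mL final for 18 hours at 37 degrees C. Per-cell GFP summed per well was normalised to unstimulated and stimulated DMSO controls before curve fitting.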
A549 tox: kills or reduces viability of A549 cells in Nrf2 counter-screen. actives 0.16% (n = 390,000). AID 504648. Potency, µM (doses to about 46 µM), for inactives: top-dose activity change, negative = cytotoxicity, actives largely listed as inhibitors. A549 ARE-Fluc cells, CellTiter-Fluor viability, 18-24 h; note: % is set by controls: 0 for no effect and ±100 for the full control effect
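Cytotoxicity counterscreen: CellTiter-Fluor fluorescence was measured in A549 ARE_Fluc cells after 18-24 h of compound exposure in a concentration series. The subsequent BugLite luminescent read reports ARE-luciferase activity.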
EPAC2 antagonist: blocks human EPAC2 exchange factor; Q8WZA2; EPAC2 GEF exchange of Rap1B-BODIPY-GDP, fluorescence; Potency, µM (doses to about 114 µM), inactives show at the highest dose activity, negative = inhibition, most hits filed as inhibitors; actives 0.18% (n = 360,000); note: % is set by controls: 0 for no effect and ±100 for the full control effect; nearly all actives have a fitted effect of over 45% in size; many of its hits are not listed in these tables
Target sequence (Q8WZA2 whole entry, looked up): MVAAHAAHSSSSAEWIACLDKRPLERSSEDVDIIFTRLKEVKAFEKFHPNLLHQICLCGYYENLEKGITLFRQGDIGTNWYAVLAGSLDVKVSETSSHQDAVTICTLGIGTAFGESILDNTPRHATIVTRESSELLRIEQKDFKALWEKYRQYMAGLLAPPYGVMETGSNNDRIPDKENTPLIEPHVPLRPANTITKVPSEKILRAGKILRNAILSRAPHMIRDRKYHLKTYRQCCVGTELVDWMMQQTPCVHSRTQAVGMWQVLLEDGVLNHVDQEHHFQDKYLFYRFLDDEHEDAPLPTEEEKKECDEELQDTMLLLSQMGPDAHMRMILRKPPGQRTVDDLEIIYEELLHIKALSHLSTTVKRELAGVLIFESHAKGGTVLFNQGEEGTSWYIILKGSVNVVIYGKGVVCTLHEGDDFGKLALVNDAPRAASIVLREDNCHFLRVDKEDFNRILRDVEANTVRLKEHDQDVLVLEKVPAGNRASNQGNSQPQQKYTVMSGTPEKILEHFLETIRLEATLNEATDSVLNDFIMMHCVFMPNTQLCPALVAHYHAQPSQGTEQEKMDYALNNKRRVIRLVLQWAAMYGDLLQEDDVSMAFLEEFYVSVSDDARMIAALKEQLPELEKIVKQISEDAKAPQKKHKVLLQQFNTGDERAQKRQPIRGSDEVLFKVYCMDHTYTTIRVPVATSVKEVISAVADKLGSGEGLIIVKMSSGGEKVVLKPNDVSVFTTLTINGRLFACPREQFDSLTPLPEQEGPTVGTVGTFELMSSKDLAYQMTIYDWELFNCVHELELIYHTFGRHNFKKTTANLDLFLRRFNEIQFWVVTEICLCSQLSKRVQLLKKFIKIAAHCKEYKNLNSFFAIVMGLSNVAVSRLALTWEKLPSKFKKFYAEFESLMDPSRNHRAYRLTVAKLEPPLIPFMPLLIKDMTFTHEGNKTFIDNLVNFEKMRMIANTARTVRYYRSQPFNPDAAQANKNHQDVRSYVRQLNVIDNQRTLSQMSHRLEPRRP
Nrf2 inh: inhibitors of Nrf2 signaling | Potency, µM (highest dose often 46 µM), without a hit: at the highest dose activity change, negative = inhibition, usual class: inhibitors | A549 ARE-Fluc reporter, luciferase luminescence, 18-24 h | actives 2.1% (n = 360,000); note: % is set by controls: 0 for no effect and ±100 for the full control effect; nearly all actives have a fitted effect of over 60% in size
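Cells were seeded and rested 2 h, then exposed to compounds for 18-24 h. CellTiter-Fluor was read first as a viability measure. BugLite was added 15 min before the final luminescent read of ARE-luciferase activity in A549 cells.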
Nrf2 activator: activates Nrf2 signaling; AREc32 ARE-luciferase reporter (MCF7-derived line), luminescence, 24 h; Potency, µM (titrated, usually from 46.1 µM), for the others: at the top dose activation, actives largely listed as activators; actives 0.31% (n = 410,000); AID 624171; note: % of control where 0% means no effect; nearly all actives have a fitted effect of over 65% in size
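Luciferase luminescence (Steady-Glo, 30 min at room temperature) served as the read-out of ARE activation in AREc32 cells treated with compounds for 24 hr at 37 deg C.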
S2 tox: viability counter-screen for ATXN expression inhibitors. S2 cells (HEK-293 line with an ATXN2-luciferase reporter) viability, CellTiter-Fluor protease fluorescence, 24 h. Potency, µM (doses to about 56.7 µM), actives largely listed as cytotoxic. actives 0.49% (n = 400,000); note: nearly all actives have a fitted effect of over 40% in size
MCF10A rerep: DNA re-replication induction in MCF 10a cells | MCF 10A DNA re-replication, Hoechst nuclear intensity, 48 h | Potency, µM (doses to about 46.1 µM), without a hit: top-dose activity, positive = re-replication, most hits filed as activators | actives 2.9% (n = 350,000) | AID 624296; note: % of control where 0% means no effect; nearly all actives have a fitted effect of over 50% in size
HepG2 tox: counter-screen for TGF-b inhibitors: cytotoxicity in HepG2 cells; Potency, µM (doses to about 46.1 µM), without a hit: at the top dose activity change, negative = cytotoxicity, usual class: cytotoxic; HepG2 CAGA-GFP viability, ATP luminescence, 18 h; actives 0.76% (n = 410,000); note: some results filed as inactive show a strong effect at the top dose
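HepG2 CAGA-GFP cells (1000/well, DMEM with 1% FBS) received compound, then TGF-beta at 500 pg/mL final, and were incubated 18 hours at 37 degrees C. Viability was read by CellTiter-Glo luminescence. Media-only wells were set as complete cell-killing and DMSO as no toxicity.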
Active calls of the source: *; i = inactive; ? = inconclusive; nt = no result given; & = joins results of further samples; [ ] = remark or other dose. Calls come from the whole dose curve; as a rule, active = well fitted curve in the direction sought with a large enough effect; inconclusive = small, poorly fitted or top-dose-only effect, or another doubt; inactive = no such curve, though single readings can be large; an effect the other way counts as inactive or inconclusive. Potency is the fitted concentration of half-maximal effect. These rows are one share of the data; rates above refer to the full screens.

SMILES | ATXN2 expr inh | TGFb inhibitor | A549 tox | EPAC2 antagonist | Nrf2 inh | Nrf2 activator | S2 tox | MCF10A rerep | HepG2 tox
CCOc1cc(/C=N/n2c(C)nc3ccccc3c2=O)ccc1O | -16% | -13% | -8% | -3% | 5% | 4.4% | i | -12% | -13%
Cc1ccc(OCC(=O)Nc2ccc(S(=O)(=O)N3CCOCC3)cc2)c(Br)c1 | -22% | -26% | ? | -1% | ? | -0.1% | i | 3% | -16%
O=S1(=O)c2ccccc2C(O)(c2ccccc2)c2ccccc21 | -7% | 14% | -2% | -2% | 0% | -0.5% | i | -1% | 2%
COc1ccc(C2=NS(=O)(=O)N(C)C(C(=O)NCc3ccccc3)=C2)cc1OC | 5%&0% | -5%&-20% | -19%&0% | 6% | -12%&-29% | 0.4%&3.8% | i | -5% | -21%&1%
N#CC1C(=O)Nc2cccnc21 (configuration not stated) | nt | 4% | nt | 6% | nt | 0.0% | i | nt | -7%
CCCCNC(=O)[C@]1(C)CCC[C@@]2(C)C3CC[C@@]4(C)C[C@]3(CCC21)CC4=O (some centres not stated) | -19% | 2% | -2% | 9% | -16% | -0.2% | i | 1% | -18%
CC1CCCC(NC(=O)/C=C/c2c(F)cccc2Cl)C1C (configuration not stated) | 20% | -12% | 1% | 0% | ? | -0.5% | i | 1% | 11%
O=C(NCC(c1ccc2c(c1)OCO2)N1CCOCC1)C(=O)Nc1ccc(Cl)cc1 (configuration not stated) | nt | 0% | 8% | nt | nt | -0.5% | nt | nt | -21%
CCCNC(=O)CSc1cn(CC(=O)N2CCCCCC2)c2ccccc12 | nt | -5% | 0% | nt | 3% | 0.9% | nt | nt | -3%
C/C(=N\NC(=O)c1cccnc1)c1cc(C)oc1C | 0% | 5% | 5% | -26% | 19% | 2.4% | i | 7% | 17%
CC(=O)N1C(=O)C2(C(C#N)=C(N)Oc3n[nH]c(-c4ccccn4)c32)c2ccccc21 (configuration not stated) | -14% | -2% | 0% | -1% | 1% | 0.2% | i | 0% | 5%
Cc1ccc(C(=O)OCC(=O)NC2CCCCCCC2)cc1C | nt | -4% | nt | -9% | nt | -0.5% | i | nt | -22%
CCCCn1nnnc1C(c1cc2ccccc2o1)N(C)Cc1ccccc1 (configuration not stated) | 16% | nt | nt | ? | nt | 3.3% | i | nt | nt
Cc1cccc(C(=O)OCC(=O)c2c(N)n(CC(C)C)c(=O)n(C)c2=O)c1O | -16% | -5% | -15% | -13% | 18µM* | 0.3% | i | -31% | -6%
O=C(COc1ccc(Cl)cc1)Nc1c(-c2cccs2)nc2ccccn12 | -7% | -8% | 0% | 3% | 11% | 0.7% | i | 25% | 6%
CCCCC1=CC2=CC(=O)C(C)(OC(=O)CC)C(=O)C2=CN1CCOC (configuration not stated) | -13% | 10% | -7% | -18% | 2% | -0.1% | i | 11% | 4%
O=C1CSC2(C(=O)N(Cc3ccccc3)c3ccccc32)N1c1ccc(Cl)cc1 (configuration not stated) | 10% | -5% | -23% | nt | nt | -0.9% | i | nt | -1%
CCc1ccc(S(=O)(=O)NCc2cccs2)cc1 | -4% | 2% | 1% | -1% | -19% | 0.8% | i | ? | -12%
CCn1c(CCC(=O)Nc2nc3c(s2)CCCC3)nc2cc(S(=O)(=O)N(C)C)ccc21 | ? | -11% | -6% | 0% | 20% | 3.0% | i | 0% | -1%
Cc1ccccc1C(=O)NCc1nnc(SCC(=O)N2c3ccccc3Sc3ccccc32)n1C | -25% | -14% | 0% | 0% | -14% | 0.3% | i | 9% | -7%
O=S(=O)(c1ccc2nc(N3CCN(c4ccc(F)cc4)CC3)ccc2c1)N1CCCCC1 | nt | -26% | 0% | -9% | 10% | -0.7% | i | ? | -3%
FC(F)(F)C(F)(F)C(F)(F)c1nc2nc(Cl)c(Cl)nc2[nH]1 | nt | -1% | nt | 4% | nt | 9.1% | i | nt | -39%
Cc1nnc(SCC(=O)Nc2cccc(S(=O)(=O)NC3=NCCCCC3)c2)n1Cc1ccccc1 | nt | 3% | -2% | -1% | -5% | 4.1% | i | -6% | -49%
O=C(CCl)Nc1cc(SCC(O)CO)cc([N+](=O)[O-])c1 (configuration not stated) | 4µM* | 2.8µM* | 6.5µM* | -8% | 4.6µM* | -1.9%[9.22 µM] | 8.9µM* | ? | -90%
Cc1sc(-c2ccccn2)nc1OC(=O)c1ccc(Cl)cc1 | -11% | -15% | ? | 11%[57.1 µM] | -17% | 0.3% | i | 0% | -6%
CCC1(c2ccccc2)NC(=O)N(CC(=O)Nc2cccnc2Cl)C1=O (configuration not stated) | nt | 33%[activator] | 0% | -3% | -9% | 0.1% | i | 11% | 33%
C[C@@H]1[C@H]2[C@@H](O[C@@H]3O[C@H](CO)[C@@H](O)[C@H](O)[C@H]3O)OC=C(C(=O)O)[C@H]2C[C@@H]1O | -15% | ? | -18% | -15% | ? | -3.8% | i | -3% | -43%
O=C(NCCCN1CCOCC1)c1ccc(Cl)s1 | 9% | 9% | 7% | -17% | -5% | 2.7% | i | 17% | -3%
OC1CCC(NC(=S)Nc2ccc(SC(F)F)cc2)CC1 (configuration not stated) | 48%[activator] | 3% | -5% | -14% | ? | 2.2% | i | 1% | 1%
CC(C)=CCC/C(C)=C/CNC(=O)C[C@H]1C[C@H](C(=O)N2CCOCC2)[C@@]2(C)c3[nH]c4cc(CCC(=O)N(C)C)ccc4c3CCN2C1=O | ? | ? | -16% | -14% | 15µM* | 6.9% | ? | -1% | -22%
Cc1nc(SCc2nc3ccc(C(=O)c4ccccc4)cc3[nH]2)c2oc3ccccc3c2n1 | 5% | -1% | -4% | 4% | -26% | 3.7% | i | ? | 0%
CC[C@@H]1[C@H]2CCCC(=O)N3CC[C@@H](C[C@@H]1Nc1ccccc1)[C@@H]23 | -7% | ? | -1% | 8% | -12% | -0.5% | i | -6% | -8%&-8%
CCc1cc2ccc(C)c(C)c2nc1SCC(=O)Nc1cc(C)on1 | -25% | -1% | 1% | -5% | -5% | -0.4% | i | 18% | -29%
O=C(Nc1cc(Sc2nc3ccccc3s2)cc([N+](=O)[O-])c1)c1cccc(F)c1F | -14% | ? | 9% | 0% | ? | 8.1% | i | 17% | 2%
CCOC(=O)C[C@H]1c2cc(F)ccc2S(=O)(=O)N1c1ccccc1 | 6% | 10%&-3% | -1% | 10% | 2% | -0.6% | i | 6% | 14%&2%
CN(C)CCNC(=O)C(=O)NCC(c1cccnc1)N1CCN(c2ccccc2)CC1 (configuration not stated) | 6% | 14% | ? | nt | -6% | -0.3% | i | nt | 3%
COc1ccccc1N1CC(C(=O)Nc2ccc(C)c(S(=O)(=O)N3CCOCC3)c2)CC1=O (configuration not stated) | 2% | -3% | -1% | -3% | -10% | -0.2% | i | 0% | 4%
COc1ccc(S(=O)(=O)N2CCCCC2)cc1NC(=O)c1cccc(S(=O)(=O)N2CC(C)OC(C)C2)c1 (configuration not stated) | nt | 12% | -1% | -1% | ? | 0.1% | i | 8% | -7%
CCN1CCN(c2cc(C)c3cc(NC(=S)NCCN(C)C)ccc3n2)CC1 | 0% | 0% | ? | -1% | 0% | 1.0% | i | 6% | -16%
COc1ccc(CCNC(=O)C2CC(=O)N(CCc3ccccc3)C2)cc1OC (configuration not stated) | 2% | -5%&0% | 3%&19% | 4% | 8% | -0.9%&-1.1% | i | -5% | 5%&7%

The last 2 records of the part above are carried over, then new ones follow:
SMILES | ATXN2 expr inh | TGFb inhibitor | A549 tox | EPAC2 antagonist | Nrf2 inh | Nrf2 activator | S2 tox | MCF10A rerep | HepG2 tox
CCN1CCN(c2cc(C)c3cc(NC(=S)NCCN(C)C)ccc3n2)CC1 | 0% | 0% | ? | -1% | 0% | 1.0% | i | 6% | -16%
COc1ccc(CCNC(=O)C2CC(=O)N(CCc3ccccc3)C2)cc1OC (configuration not stated) | 2% | -5%&0% | 3%&19% | 4% | 8% | -0.9%&-1.1% | i | -5% | 5%&7%
CCCn1ncc(CN2CCN(CCc3ccccc3)C(CCO)C2)c1C (configuration not stated) | 6% | 2% | -2% | -15% | 10% | 0.0% | i | 13% | -5%
C=CCOc1cccc(CNCc2ccncc2)c1 | -8% | -12% | -1% | ? | -17% | 0.6% | i | 0% | -17%
CCCN1CCN(CCCNC(=O)c2ccc3c(=O)n(CCc4ccccc4)c(=O)[nH]c3c2)CC1 | 6% | -10% | 2% | -4% | 6% | -0.2% | i | -2% | -19%
CCOc1ccc(NC(=O)c2cc(S(=O)(=O)N3CCCCCC3)cn2C)cc1 | 8% | -1% | 0% | nt | nt | -0.3% | i | nt | 12%
CC(C)(C)C(O)C(Cc1ccccc1Cl)n1cncn1 (configuration not stated) | 4% | 0% | 1% | -2% | 3% | -1.1% | i | -1% | -6%
COc1ccccc1NC(=O)c1ccc(-n2cccn2)c([N+](=O)[O-])c1 | 1% | -1% | -1% | -4% | -18% | 2.9% | i | ? | -18%
CCN=c1scc(-c2ccc3c(c2)NC(=O)CO3)n1N=C1CCCC1 | -23%&-25% | -6%&-2% | -16%&-21% | -22% | 16µM* | 16%&3.4% | i | ? | -29%&-23%
CCOP(=O)(OCC)C(NC(=O)c1ccc(OC)cc1)c1ccccc1 (configuration not stated) | 1%[11.3 µM] | 7% | -4% | 7% | 9% | -0.3% | i | 1% | 5%
N#C/C(=C\c1ccc(O)c(Br)c1)C(=O)N1CCCCC1 | 1% | 1% | 2% | -1% | 4% | 0.1% | i | 8% | 4%
CCn1c(SCC(=O)NCc2ccc3c(c2)OCO3)nnc1-c1ccncc1 | -1%[11.3 µM] | 3% | 4% | -7% | 1% | -0.3% | i | -1% | 0%
COc1ccc(-n2c(=O)c3c4c(sc3n(CC(=O)Nc3cc(C)[nH]n3)c2=O)CCCC4)c(OC)c1 | -26% | -25% | -15% | -15% | -6% | -0.1% | ? | 8% | -13%
O=C(NC1CCN(Cc2ccccc2)CC1)c1ccccc1OCc1ccccc1 | nt | -31% | -8% | 0% | -3% | 0.1% | i | 15% | -55%

Part of the list above with just Nrf2 inh, Nrf2 activator and ATXN2 expr inh:
mol	Nrf2 inh	Nrf2 activator	ATXN2 expr inh
N#C/C(=C\c1ccc(O)c(Br)c1)C(=O)N1CCCCC1	4%	0.1%	1%
CCn1c(SCC(=O)NCc2ccc3c(c2)OCO3)nnc1-c1ccncc1	1%	-0.3%	-1%[11.3 µM]
